Mac1 fbg inh – blocks human CD11b/CD18 adhesion to fibrinogen | inhibition, % at 10 µM | K562 CD11b/CD18 adhesion to fibrinogen, ATPlite luminescence; Mn2+ added to activate the integrin | 93,000 tested, 0.54% active | AID 1497 | P05107+P11215;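 active = primary inhibition of 50% or more at 10 µM, then 40% or more on retest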; also: some results filed as inactive read as strong as hits
ERa coact pot – enhances coactivator binding to human estrogen receptor alpha. TR-FRET ERalpha-LBD/SRC-Cy5 coactivator binding, 2 h; 100 = basal binding, no effect. coactivator binding (% of control), % at 25.6 µM. 86,000 tested, 1.3% active. P03372; in the data active = activity above about 200%;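 also: binding measured in presence of low estradiol as agonist stimulus; 0% = peptide alone without receptor and 100% = receptor with peptide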
PLAP activator – activators of human placental alkaline phosphatase. activation fold at 20 µM. P05187. purified PLAP enzyme, luminescent substrate read-out; stronger effect = higher value. 96,000 tested, 1.2% active; in the data active = activation fold above about 2
ERa coact inh – ER-alpha (human) coactivator binding inhibition. P03372. TR-FRET ER-alpha LBD / SRC-1 peptide, estradiol-bound. inhibition, % at 25.6 µM. 86,000 tested, 1.7% active; in the data active = inhibition above about 50%;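 also: 0% = receptor plus peptide control and 100% = peptide only without receptor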
Mac1 fbg enh – CD11b/CD18-fibrinogen binding enhancement. 93,000 tested, 0.07% active. K562 CD11b/CD18 adhesion to fibrinogen, ATPlite luminescence. AID 1499. activation, % at 10 µM;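 active = 10 µM primary screen giving 50% or more activity, confirmed by 40% or more on retest at that dose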; also: strong numbers were not always called active; reference of the scale not given here
E coli WT exp – blocks growth of wild type E. coli BW25113; OD600 absorbance; growth inhibition, % at 100 µM; 98,000 tested, 0.15% active;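 active = growth inhibition above about 50% at one test dose, limit read from the data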;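 also: growth measured after 20 h incubation at 37 °C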
ERb coact inh – ER-beta (human) coactivator binding inhibition. Q92731. TR-FRET ER-beta LBD / SRC1-Cy5 peptide binding; receptor agonist-loaded with 1 µM estradiol. inhibition, % at 25.6 µM. 86,000 tested, 1.3% active. AID 633;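 active = compounds whose percent inhibition of the receptor-coactivator binding signal exceeds about 50% in the single-dose screen, limit read from the data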;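 also: 0% = receptor plus peptide wells without compound and 100% = peptide-only wells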
MT1-MMP txn act – MT1-MMP promoter transcription activation. HT1080 MT1-MMP promoter luciferase reporter, luminescence, overnight; stronger effect = higher value. activation factor at 10 µM. 86,000 tested, 0.16% active;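 active = activation factor of at least 2 for MT1-MMP transcription at 10 µM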
FAK inh – blocks human focal adhesion kinase activity | Q05397 | biochemical FAK kinase activity assay | inhibition, %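 (tested at 7 µM)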 | 97,000 tested, 0.84% active | AID 727; in the data active = inhibition above about 19%;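 also: 0% = DMSO and 100% = reference compound high control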
Target sequence (Q05397 whole entry, looked up): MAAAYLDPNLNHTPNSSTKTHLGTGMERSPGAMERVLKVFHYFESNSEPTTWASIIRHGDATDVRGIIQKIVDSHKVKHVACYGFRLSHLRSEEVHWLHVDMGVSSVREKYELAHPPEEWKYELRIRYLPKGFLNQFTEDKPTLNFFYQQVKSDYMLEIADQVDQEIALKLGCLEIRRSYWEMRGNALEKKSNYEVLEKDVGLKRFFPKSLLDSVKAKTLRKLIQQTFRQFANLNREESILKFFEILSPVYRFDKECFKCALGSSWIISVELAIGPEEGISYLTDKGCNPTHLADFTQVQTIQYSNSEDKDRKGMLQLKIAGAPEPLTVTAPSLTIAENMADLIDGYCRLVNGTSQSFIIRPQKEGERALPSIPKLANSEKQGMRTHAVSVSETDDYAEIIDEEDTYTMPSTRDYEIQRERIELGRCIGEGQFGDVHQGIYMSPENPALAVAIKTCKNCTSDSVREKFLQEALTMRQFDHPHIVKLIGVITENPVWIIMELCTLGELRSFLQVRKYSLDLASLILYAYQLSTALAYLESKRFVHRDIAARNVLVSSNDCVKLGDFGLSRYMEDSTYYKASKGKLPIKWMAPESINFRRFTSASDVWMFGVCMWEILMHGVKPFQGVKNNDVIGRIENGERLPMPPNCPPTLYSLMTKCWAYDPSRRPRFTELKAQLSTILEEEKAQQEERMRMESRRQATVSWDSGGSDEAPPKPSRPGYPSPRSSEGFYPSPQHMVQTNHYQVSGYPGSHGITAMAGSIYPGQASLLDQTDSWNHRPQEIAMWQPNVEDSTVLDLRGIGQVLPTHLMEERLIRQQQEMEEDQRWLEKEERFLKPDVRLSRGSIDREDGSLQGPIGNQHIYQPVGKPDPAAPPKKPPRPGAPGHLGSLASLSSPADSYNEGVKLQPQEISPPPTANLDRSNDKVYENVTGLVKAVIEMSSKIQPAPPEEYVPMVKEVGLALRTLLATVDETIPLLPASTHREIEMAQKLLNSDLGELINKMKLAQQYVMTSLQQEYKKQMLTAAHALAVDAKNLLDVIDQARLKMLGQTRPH
Starred values were filed as active, the others as inactive; / = not tested or not shown; [ ] = remark or other dose.

SMILES | Mac1 fbg inh | ERa coact pot | PLAP activator | ERa coact inh | Mac1 fbg enh | E coli WT exp | ERb coact inh | MT1-MMP txn act | FAK inh
O=C(Nc1cccc2ccccc12)c1ccc(Cn2cc(Cl)cn2)cc1 | -7 | / | 1 | / | -4 | -7 | / | / | 3
Cc1cc(SCCOc2ccc(Br)cc2)nc(N)n1 | -3 | 78 | 1 | 0[fluorescence artefact?] | -2 | -3 | 1[fluorescence artefact?] | 1 | 1
CSc1ccccc1C(=O)N1CCN(c2ccc(F)cc2)CC1 | 11 | 94 | 0.9 | -2 | 1 | 3 | 2 | / | 1
CCN(CC)CCCNC(=O)CC1Sc2ccccc2NC1=O (stereo unspecified) | 3 | / | 0.9 | / | 1 | -3 | / | 1.2 | -3
CCC(=O)NC(=Nc1nc2ccccc2s1)NC(=O)CC | -2 | 111 | 1.1 | -23 | -2 | -12 | 11 | 1.2 | 5
CCC(=O)N(CCO)Cc1cc2ccc(C)c(C)c2[nH]c1=O | 2 | 138 | 1.2 | -8 | -3 | 2 | 1 | 1.3 | 2
CCC(C)(C(=O)NC1CCCCC1)N(Cc1ccco1)C(=O)CNC(=O)c1ccccc1 (stereo unspecified) | -10 | 130 | 1.2 | 1 | -1 | 9 | -2[fluorescence artefact?] | 1.1 | /
CC(C)(C)NS(=O)(=O)c1ccc(CCC(=O)Nc2cc(Cl)ccc2Oc2ccccc2)cc1 | 17 | / | 1.5 | / | -1 | -9 | / | / | -2
COc1ccccc1CNC(=O)COC(=O)c1n[nH]c2ccccc12 | -25 | 96 | 2.3* | 1 | 1 | 9 | 1 | 1 | 2
CC(C(=O)NCC1CCCO1)N(C(=O)c1snc(C(N)=O)c1N)c1cccc(F)c1 (stereo unspecified) | 11 | 100 | 1.7 | -8 | -1 | 4 | -1 | 1.2 | 6
COc1ccc(Cn2c(C)c(C)c(C#N)c2NC(=O)Nc2ccccc2)cc1 | -1 | 97 | 1 | 8 | -2 | -2 | 7 | 1.2 | 2
Cc1ccc(NC(=O)c2cc(-c3ccco3)on2)cc1C | 15 | 104 | 1 | -5 | 0 | -9 | -2 | 1.5 | -1
O=C(CCC(=O)CCN1CCCCC1)CCN1CCCCC1 | -8 | 91[fluorescence artefact?] | 0.9 | 8[fluorescence artefact?] | -1 | -1 | 26[fluorescence artefact?] | 1.1 | /
COc1ccc(OC)c2sc(NC(=O)C(C)C)nc12 | -6 | / | 1.4 | / | 2 | 7 | / | 1 | -1
CCCc1cc(N2CCN(c3ccccn3)CC2)n2nc(C)c(-c3ccccc3)c2n1 | 7 | 242*[fluorescence artefact?] | 1.4 | 5[fluorescence artefact?] | -4 | -4 | 25[fluorescence artefact?] | 1 | -1
Cc1ccccc1C(=O)N(C)Cc1ccccc1 | 3 | 109 | 1.5 | -5 | 2 | 7 | -9 | 1.1 | -3
CC1(C)CC(=O)C2=C(C1)Nc1ccccc1N=C2 | / | 98 | / | -4 | / | 12 | -11[fluorescence artefact?] | 1.5 | 7
CCCn1nc(C(=O)NCCc2ccc(S(N)(=O)=O)cc2)c2ccccc2c1=O | -3 | 92 | 1.1 | 6[fluorescence artefact?] | -2 | -14 | 36 | 1.2 | 1
CCOC(=O)C1C(c2cc(OC)c(OC)c(OC)c2)NC(=S)NC1(O)C(F)(F)F (stereo unspecified) | -18 | / | 1 | / | 1 | 7 | / | / | -5
Cc1cccc(NC(=O)c2sccc2-n2cccc2)c1C | 0 | 120 | 0.9 | -6 | -3 | 6 | -2 | 1 | 1
CC(=O)Nc1ccc(N2C(=O)CC(N3CCN(Cc4ccc5c(c4)OCO5)CC3)C2=O)cc1 (stereo unspecified) | / | 100 | / | -11 | / | / | -5 | 1.2 | -1
Brc1ccccc1-c1nnc(CSc2nnc3sc4ccccc4n23)o1 | 1 | 74[fluorescence artefact?] | 1.8 | 46 | -2 | -1 | -2[fluorescence artefact?] | 1.1 | /
COc1cc(C(=O)N/N=C/c2ccsc2C)cc(OC)c1OC | 8 | / | 1.1 | / | -3 | 1 | / | / | -4
CSCCC(NS(=O)(=O)c1ccc(Cl)cc1)C(=O)OCC(=O)NC1CCCCC1 (stereo unspecified) | -2 | / | 1.3 | / | 1 | -3 | / | / | 1
Cc1cccc(NC(=O)c2ccccc2O)c1C | 47 | 87 | 0.9 | -8 | -6 | 20 | 14 | 1.4 | -3

7 compounds drawn at random from the list so far, as already listed:
SMILES | Mac1 fbg inh | ERa coact pot | PLAP activator | ERa coact inh | Mac1 fbg enh | E coli WT exp | ERb coact inh | MT1-MMP txn act | FAK inh
CCC(=O)NC(=Nc1nc2ccccc2s1)NC(=O)CC | -2 | 111 | 1.1 | -23 | -2 | -12 | 11 | 1.2 | 5
CC1(C)CC(=O)C2=C(C1)Nc1ccccc1N=C2 | / | 98 | / | -4 | / | 12 | -11[fluorescence artefact?] | 1.5 | 7
CCC(=O)N(CCO)Cc1cc2ccc(C)c(C)c2[nH]c1=O | 2 | 138 | 1.2 | -8 | -3 | 2 | 1 | 1.3 | 2
CC(C(=O)NCC1CCCO1)N(C(=O)c1snc(C(N)=O)c1N)c1cccc(F)c1 (stereo unspecified) | 11 | 100 | 1.7 | -8 | -1 | 4 | -1 | 1.2 | 6
CC(=O)Nc1ccc(N2C(=O)CC(N3CCN(Cc4ccc5c(c4)OCO5)CC3)C2=O)cc1 (stereo unspecified) | / | 100 | / | -11 | / | / | -5 | 1.2 | -1
COc1ccc(OC)c2sc(NC(=O)C(C)C)nc12 | -6 | / | 1.4 | / | 2 | 7 | / | 1 | -1
Cc1ccccc1C(=O)N(C)Cc1ccccc1 | 3 | 109 | 1.5 | -5 | 2 | 7 | -9 | 1.1 | -3

(next part)
SMILES | Mac1 fbg inh | ERa coact pot | PLAP activator | ERa coact inh | Mac1 fbg enh | E coli WT exp | ERb coact inh | MT1-MMP txn act | FAK inh
Cn1cccc1Cc1nnc(SCC(=O)N2CCOCC2)n1-c1ccc(F)cc1 | -5 | 108 | 1.3 | -16 | 0 | 5 | -2 | / | -4
CCOc1ccc2nc(NC(=O)CSc3ccccc3)sc2c1 | -4 | 90 | 0.8 | 8 | -5 | -4 | 8 | 1.2 | 0
C=C(C)CSc1nc(N)cc(=O)[nH]1 | -4 | 98 | 1 | -1 | -2 | 12 | 1[fluorescence artefact?] | 1.2 | /
Cc1sc2nc(CN(Cc3cccs3)C(=O)NC3CCCCC3)[nH]c(=O)c2c1C | 22 | / | 1.8 | / | -4 | -15 | / | 1.2 | -1
Cc1cccc(NC(=O)CSc2nnc(-c3ccco3)o2)c1C | 0 | 86 | 0.8 | 0 | 0 | 4 | 2 | 1.1 | 2
COc1ccc(NC(=O)c2cc3n(n2)C(C(F)(F)F)CC(c2ccco2)N3)cc1 (stereo unspecified) | -3 | 87 | 0.8 | -4 | -1 | -3 | 6 | 1.2 | 0
CCOC(=O)NC(c1cccc(Cl)c1)C1CCCCCC1=O (stereo unspecified) | 26 | 111[fluorescence artefact?] | 1.9 | 6[fluorescence artefact?] | 3 | 5 | -1[fluorescence artefact?] | 1.2 | 0
CC1CCCC(N2CCN(C(=O)c3cccc(F)c3)CC2)C1 (stereo unspecified) | -8 | 104 | 1.8 | 6[fluorescence artefact?] | -1 | 9 | -1[fluorescence artefact?] | 1.1 | 1
CCOc1ccc(-n2c(SC)nc3c(c2=O)SCC3)cc1 | -8 | 102[fluorescence artefact?] | 0.9 | 6 | 3 | -1 | -12 | 1.2 | /
O=c1[nH]c2ccccc2n1CCCOc1ccccc1 | 0 | 124 | 0.8 | -1 | 3 | -4 | -5[fluorescence artefact?] | 1.1 | -1
COc1ccc(CCN(CC(=O)NC2CCCC2)C(=O)CCC(=O)Nc2cc(C)on2)cc1OC | 6 | 102 | 1.4 | 8 | 0 | 7 | 13 | 1.1 | /
COc1ccc(-c2noc(-c3ccccc3C(=O)Nc3cccnc3)n2)cc1OC | / | 98[fluorescence artefact?] | 1.3 | 5 | / | -12 | 2 | 0.9 | 0
CCOc1ccc(NC(=O)CSc2n[nH]c(=O)n2-c2ccccc2)cc1 | -15 | 118 | 1.1 | -9 | 0 | -9 | 3 | 1.1 | -1
COc1ccc(CCNC(=O)COC(=O)c2ccco2)cc1OC | -3 | 113 | 0.8 | -7 | -3 | -2 | 78*[fluorescence artefact?] | 1.1 | -7
O=S(=O)(c1ccccc1F)N1CCN(Cc2nc3ccccc3[nH]2)CC1 | 6 | / | 1.4 | / | 4 | 3 | / | / | -1
CCCSc1nsc(NC(=O)C(c2ccccc2)c2ccccc2)n1 | 98* | 120 | 1 | -1 | -7 | -5 | -10 | / | 0
CCCN1Cc2cccc(C(=O)Nc3ccc4c(c3)OCCO4)c2C1=O | -11 | 110[fluorescence artefact?] | 1.5 | -4 | 2 | -3 | 1 | 1.1 | 10
COc1ccc(-c2noc(CCC(N)=O)n2)cc1OC | 0 | 118 | 1 | -6 | -4 | 0 | 17 | 1.4 | -3
C=CCN1C(=O)CN=C1Nc1cccc(C)c1 | -1 | 111 | 0.8 | -4 | 0 | 0 | 0 | 1.1 | -1
CC1CCN(C(=O)CSc2nncn2-c2ccccn2)CC1 | -9 | 102 | 1.1 | -8 | 0 | 7 | -12 | 1 | 5
c1ccc(OCCCn2nnc(-c3cccnc3)n2)cc1 | -5 | 108 | 0.9 | -11 | 4 | 6 | -11 | 1.1 | -8
Cn1c(=O)[nH]c(=O)c2c1nc(N1CCCCCC1)n2CC(N)=O | / | 109 | / | -7 | / | / | 3[fluorescence artefact?] | 1.2 | 3
CC(C)CC(=O)Nc1cc(C(F)(F)F)ccc1N1CCOCC1 | 7 | 97 | 1.4 | 1 | -2 | 7 | -1 | 1.1 | -1
CCOC(=O)Nc1cc(OCC)c(NC(=O)C2CC2)cc1OCC | -16 | 114 | 0.8 | 3 | 1 | -3 | -7 | 1.1 | 2
CCC1CCCCN1C(=O)CSc1nnc(-c2ccc3c(c2)OCCO3)o1 (stereo unspecified) | -10 | / | 1.6 | / | -2 | 1 | / | 1.2 | 2
More compounds
SMILES | Mac1 fbg inh | ERa coact pot | PLAP activator | ERa coact inh | Mac1 fbg enh | E coli WT exp | ERb coact inh | MT1-MMP txn act | FAK inh
CC1CCN(c2nc3ccc(C(=O)O)cc3s2)CC1 | 15 | / | 1 | / | 0 | -11 | / | / | /
COc1ccc2c(c1)C1(Nc3ccccc3-c3nc4ccccc4n31)C(=O)N2 (stereo unspecified) | 8 | 98 | 1.1 | -1 | -2 | 2 | 3 | 1.1 | -2
COc1cc(NC(=O)c2ccccc2)c(OC)cc1NC(=O)CN1CCN(c2ccccn2)CC1 | / | / | 1.3 | / | / | -3 | / | 1.1 | 0
Cc1ccc(-c2nnc(SCC(=O)N3c4ccccc4NC(=O)C3(C)C)n2N)cc1 | 24 | 106[fluorescence artefact?] | 0.8 | -15[fluorescence artefact?] | -2 | 11 | -12[fluorescence artefact?] | 1.2 | -3
O=C(NC1CCCCC1)N1CCC(n2c(=O)[nH]c3ccccc32)CC1 | 13 | 111[fluorescence artefact?] | 1.7 | -3 | 10 | 4 | -5 | 1.1 | /
CN(C)C=Nc1c(Br)cc(Br)c2nonc12 | / | 96[fluorescence artefact?] | 0.9 | -2 | / | -11 | 2 | 1.1 | -1
C/C(=C\C#N)n1nc(C)cc1N | -5 | 116 | 1 | -7 | 1 | -1 | -6 | 1.1 | -3
O=C(Cc1cccs1)N1CCN(c2ccc(F)cc2)CC1 | / | 111 | / | -6 | / | / | -7 | 1.2 | 0
COC(=O)c1ccc(/C(O)=C(\C#N)c2nc3ccccc3s2)cc1 | 103* | 84 | 1.2 | 7[fluorescence artefact?] | -10 | -6 | 19[fluorescence artefact?] | 1.5 | -10
CC(=O)NC(Cc1ccccc1)C(=O)N1CCN(C(=O)c2cccs2)CC1 (stereo unspecified) | -18 | 114 | 1.2 | -3 | -3 | 1 | -7 | 1 | -1
CCC(=O)c1ccc(OCC(O)Cn2c(C)nc3ccccc32)cc1 (stereo unspecified) | 57 | 121 | 1.3 | -6 | -6 | -2 | -11 | 1.1 | 6
Cc1c(C(=O)OC(C)C)sc2nc[nH]c(=O)c12 | 0 | 77 | 1.1 | 19 | -1 | -4 | 38 | 1.2 | 0
CCc1nnc(NC(=O)CSc2nnc(CNc3cccc(Cl)c3)n2CC)s1 | 0 | 83[fluorescence artefact?] | 1.1 | 3 | 5 | 6 | -6[fluorescence artefact?] | 1.2 | 2

Source: PubChem (several laboratories)
